All columns: NCI-60 one-dose screen, growth in % after 48 h at 10 µM unless noted; 100 = growth as untreated, 0 = no growth, -100 = all killed.
K-562: K-562 leukemia. 78,000 compounds, 7.4% hits. AID 1794777
SR: SR leukemia cells | 73,000 compounds, 8.7% hits | AID 1794780
MCF7: MCF7 breast cancer. 82,000 compounds, 6.3% hits
MOLT-4: MOLT-4 leukemia cells | 80,000 compounds, 6.9% hits | AID 1794779
MDA-MB-468: MDA-MB-468 breast cancer. 78,000 compounds, 8.5% hits. AID 2202374
RPMI-8226: RPMI-8226 leukemia cells. 77,000 compounds, 7.5% hits. AID 1794781
MDA-MB-435: MDA-MB-435 melanoma; AID 1794794; 82,000 compounds, 7.8% hits
MDA-MB-231: MDA-MB-231 breast cancer. 81,000 compounds, 5% hits. AID 1794789
* hit, by the source's call; . = no result given; & = joins results of further samples. The calls were made as follows: active = growth percent below 10; inactive = the rest.

structure,K-562,SR,MCF7,MOLT-4,MDA-MB-468,RPMI-8226,MDA-MB-435,MDA-MB-231
O=S(=O)(Nc1nnc(/C=C/c2ccccc2)s1)c1ccccc1,100,92,92,94,103,94,101,105
O=C(O)CC1(CC(=O)O)CCCCC1,100,99,96,103,123,108,118,114
Cc1c(Cl)cccc1Nc1n[nH]c(=S)s1,99,102,99,106,104,107,96,111
Cn1cc(-c2nc(N)nnc2-c2c[nH]c3ccc(Br)cc23)c2cc(Br)cnc21,0.9*,-17*,3.8*,-2.7*,1.6*,-12*,-21*,11
CCCCCCCCCCCCCCCC(=O)OC[C@H](CSC[C@H](N)C(=O)N[C@@H](CO)C(=O)OC)OC(=O)CCCCCCCCCCCCCCC,89,93,97,97,97,109,100,108
Clc1ccc(Cl)c(Cl)c1Cl,117,111,105,120,114,102,113,93
CCN(CC)CCC(CNc1c(C)cnc2cc(Cl)ccc12)c1ccc(Cl)cc1 (stereo not given),7.2*,-11*,40,39,19,44,-7.9*,27
COc1ccccc1-c1cnc2c(Oc3ccc4c(C)cc(=O)oc4c3)nc(-c3ccc(Cl)cc3)cn12,104,102,105,99,114,111,116,104
CNCCn1c2ccccc2c2nc3cc(C)c(C)cc3nc21,75,54,39,69,65,52,97,71
O=P(CSCCO)(c1ccccc1)c1ccccc1,99,106,104,105,94,112,112,113
Nc1cc2c(cc1Br)-c1ccc(F)cc1C2=O,105,99,76,86,102,101,111,90
COc1cc(Nc2ccnc3ccc(Br)cc23)cc(OC)c1OC,10,16,16,32,15,30,-41*,38
CCCCSc1nc(Nc2ccc(C(C)=O)cc2)c(C#N)c(-c2ccccc2)n1,67,89,86,95,72,98,95,56
CCOC(=O)C(C#N)C(c1ccc2c(c1)OCO2)N(CCO)CCO (stereo not given),110,93,92,95,97,108,101,98
N#C/C(=C\c1ccc2c(c1)CCC2)C(N)=O,109,92,112,91,98,108,111,102
COc1cc2ncnc(N3CCC(Cc4ccccc4)CC3)c2cc1OC,96,90,102,95,98,101,108,116
Cc1cnc(SCc2ccc(Cl)cc2)[nH]c1=O,91,89,92,100,98,99,104,101
CN(C)c1ccc(C(=O)Nc2nccs2)cc1,82,83,74,90,89,106,108,103
O=S(=O)(O)NC1CCCCC1,100&117,93&108,97&103,97&101,97&108,98&108,101&133,95&105
OC(c1ccccc1)C1CC=CCC1 (stereo not given),105,93,95,100,99,109,103,110
CC(=O)N(C(C)=O)C1=NNC(C)(c2ccccc2O)N1C(C)C(=O)O (stereo not given),.,96,95,102,100,89,109,100
O=c1/c(=C\c2ccc(-c3ccccc3)o2)sc2nc(Cc3ccccc3)nn12,108,103,90,107,104,101,102,104
COc1cc(CN2CCC(N3CCCC3=O)c3ccccc32)cc(OC)c1OC (stereo not given),46,59,71,72,36,.,90,90
Cc1cccc(NC(=O)c2cc3nc4c(c(C(F)(F)F)n3n2)CCc2ccccc2-4)n1,98,94,96,92,95,101,99,94
C=CC[C@@H]1/C=C(\C)C[C@H](C)C[C@H](OC)[C@H]2O[C@@](O)(C(=O)C(=O)N3CCCC[C@H]3C(=O)O[C@H](/C(C)=C/[C@@H]3CC[C@@H](O)[C@H](OC)C3)[C@H](C)[C@@H](O)CC1=O)[C@H](C)C[C@@H]2OC,102,.,.,57,99,66,89,90
O=C(Nc1ccc(F)c(Cl)c1)Nc1ccc(Cl)c(Cl)c1,15,10,55,44,9.5*,66,-7.5*,76
OC(Cc1ccccc1)(c1ccc(Cl)cc1)c1ccc(Cl)cc1,73,78,86,77,93,77,85,83
O=C(Nc1ccc(OCc2nnc(-c3ccccc3)o2)c(F)c1)c1cccc(C(F)(F)F)c1,83,32,81,67,75,70,87,70
C1=NCCc2ccccc21,107,97,90,101,109,99,111,99
COc1ccc(C2c3[nH]c4ccc(Cl)cc4c3CCN2C(=O)CO)cc1 (stereo not given),23,21,38,30,11,47,22,52

Whole records, quoted from the list.
Shown for Cn1cc(-c2nc(N)nnc2-c2c[nH]c3ccc(Br)cc23)c2cc(Br)cnc21 : K-562: 0.9*; SR: -17*; MCF7: 3.8*; MOLT-4: -2.7*; MDA-MB-468: 1.6*; RPMI-8226: -12*; MDA-MB-435: -21*; MDA-MB-231: 11
Shown for Nc1cc2c(cc1Br)-c1ccc(F)cc1C2=O : K-562: 105; SR: 99; MCF7: 76; MOLT-4: 86; MDA-MB-468: 102; RPMI-8226: 101; MDA-MB-435: 111; MDA-MB-231: 90

By substructure, the compounds so far with bromine (3)
structure,K-562,SR,MCF7,MOLT-4,MDA-MB-468,RPMI-8226,MDA-MB-435,MDA-MB-231
Cn1cc(-c2nc(N)nnc2-c2c[nH]c3ccc(Br)cc23)c2cc(Br)cnc21,0.9*,-17*,3.8*,-2.7*,1.6*,-12*,-21*,11
Nc1cc2c(cc1Br)-c1ccc(F)cc1C2=O,105,99,76,86,102,101,111,90
COc1cc(Nc2ccnc3ccc(Br)cc23)cc(OC)c1OC,10,16,16,32,15,30,-41*,38

(cont.)
structure,K-562,SR,MCF7,MOLT-4,MDA-MB-468,RPMI-8226,MDA-MB-435,MDA-MB-231
COc1cc(-c2nc(SCC(=O)Nc3nc4ccc(C)cc4s3)[nH]c(=O)c2C#N)ccc1O,102,12,96,104,94,78,98,103
Cc1nc2ccccc2[nH]c1=S,99,.,98,102,104,109,105,106
CN(Cc1ccccc1)c1nc(Cl)c(C2CC(c3ccc(F)cc3)=Cc3[nH][nH]c(=O)c32)s1 (stereo not given),59,99,75,102,108,104,97,101
CNC(=O)NCC1OC(n2cnc3c(NC(=O)Nc4ccccc4)ncnc32)C2OC(C)(C)OC12 (stereo not given),90,.,85,103,101,87,101,107
Cc1ccoc1C(=O)O,113,105,95,102,97,110,100,92
O=C(N=Nc1c(O)[nH]c2ccc(Cl)cc12)c1cc(-c2ccccc2)on1,123,.,92,107,113,104,104,102
COc1cccc2c1OC1(CCN(Cc3ccccc3)CC1)N1N=C(c3ccc(F)cc3)CC21 (stereo not given),102,100,98,96,98,91,98,94
COC(=O)C1([N+](=O)[O-])CC(c2ccc(Cl)cc2)ON(c2ccccc2)C1c1ccc(C)cc1 (stereo not given),80,92,79,78,82,68,91,72
Fc1ccccc1C1c2ccccc2-c2nccn21 (stereo not given),74,78,101,87,.,80,108,102
CCC(CC)Cc1cccnc1,92,97,98,101,123,90,106,109
O=C1c2ccccc2N2C(=O)CSC2=C2CCCN12,96,101,94,99,95,93,100,96
COc1cc(C2=NN(C=O)C(c3cccc(Nc4ccnc5cc(C(F)(F)F)ccc45)c3)C2)cc(OC)c1OC (stereo not given),38,32,38,22,43,27,44,58
N#CC1=C(N)Oc2c(c(N)nn2-c2ccccc2)C1c1ccc(Cl)cc1Cl (stereo not given),90,97,98,88,129,94,103,97
O=C(CSc1nc2sc3c(c2c(=O)n1-c1ccc(Cl)cc1)CCCC3)NNC(=O)Nc1c(Cl)cccc1Cl,102,96,86,105,107,100,99,93
CCNC(=O)Nc1ccccc1CNc1nc(Nc2ccc(OCCN3CCCC3)cc2)ncc1Cl,71,54,53,64,83,90,75,80
N#Cc1c(-c2ccc(Cl)cc2)nc(SCC(=O)c2ccc(Br)cc2)[nH]c1=O,101,86,101,97,92,101,98,95
Oc1ccccc1-c1cn2ccnc2c(-c2ccc(Cl)cc2)n1,21,41,43,47,91,80,18,53
CC(O)(c1cccs1)C(C(=O)O)c1ccccc1 (stereo not given),140,139,101,130,113,95,111,104
O=C1/C(=C/c2ccc(Cl)cc2)CCC/C1=C\c1ccc(Cl)cc1,68,49,17,80,68,-0.3*,16,96
CC1=C2[C@@H](CC1)[C@]1(C)O[C@@](c3ccccc3)(C[C@H]1OC(=O)CO)[C@H]2OC(=O)/C=C/c1ccccc1,71,69,79,71,91,78,-81*,91
Nc1[nH]nc2nc3ccccc3cc12,99,78,94,97,98,106,102,103
CNC(=S)N1c2ccccc2NC(=O)CC1C (stereo not given),109,82,100,110,104,93,100,110
COc1cccc(N)c1,73,.,100,97,.,82,108,103
O=C(OCCCCCCl)c1cccc([N+](=O)[O-])c1,112,.,95,117,99,102,108,101
Cc1noc(C)c1CSc1nc2cc(Cl)c(Cl)cc2[nH]1,86,75,79,82,113,91,96,87
CC(C)C(=O)OCc1ccccc1,100,88,91,99,102,109,102,104
O=C1c2cccc3cccc(c23)C(=O)N1c1nccs1,102,.,89,96,91,88,99,105
C=C1CN(c2ccc(C)cc2)C(=O)C(=C)CN(c2ccc(C)cc2)C1=O,85,86,101,82,117,103,102,112
COc1ccc(N/C=C/C(=O)c2ccc3c(c2)Nc2ccccc2S3)cc1,72,84,72,93,82,90,96,74
O=C1NC(=O)/C(=C\c2cn(-c3ccccc3)nc2-c2cccs2)S1,91,91,78,95,90,39,97,72

Reformatted: results already given
> COc1cccc(N)c1
  K-562: 73; SR: .; MCF7: 100; MOLT-4: 97; MDA-MB-468: .; RPMI-8226: 82; MDA-MB-435: 108; MDA-MB-231: 103

> C=C1CN(c2ccc(C)cc2)C(=O)C(=C)CN(c2ccc(C)cc2)C1=O
  K-562: 85; SR: 86; MCF7: 101; MOLT-4: 82; MDA-MB-468: 117; RPMI-8226: 103; MDA-MB-435: 102; MDA-MB-231: 112

> COc1cc(-c2nc(SCC(=O)Nc3nc4ccc(C)cc4s3)[nH]c(=O)c2C#N)ccc1O
  K-562: 102; SR: 12; MCF7: 96; MOLT-4: 104; MDA-MB-468: 94; RPMI-8226: 78; MDA-MB-435: 98; MDA-MB-231: 103

Additional records.
structure,K-562,SR,MCF7,MOLT-4,MDA-MB-468,RPMI-8226,MDA-MB-435,MDA-MB-231
O=C(CN1CCCc2ccccc21)NNC(=O)c1cc2ccccc2o1,94,89,68,102,.,93,107,104
CNC1(C(N)=O)CCNCC1,114,126,102,117,97,110,108,126
CC(=O)N(Cc1ccccc1)C1CC(=O)N(Cc2ccccc2)C1=O (stereo not given),111,90,104,93,126,110,110,111
COc1ccc(/C=C2\SC(=Nc3ccccc3)N(Cc3nc4ccccc4[nH]3)C2=O)c(OC)c1,79,88,69,62,85,69,98,103
COc1ccc2sc3c(NCCO)nc4ccccc4c3c(=O)c2c1,77,84,47,89,109,.,106,85
COc1ccc(Nc2nc(N)n(Cc3cccc(Br)c3)n2)cc1,7.9*,13,1.9*,9.0*,-12*,8.4*,-18*,-5.8*
COc1ccc(NC(=O)c2sc3nc(C(C)C)ccc3c2N)cc1,50,60,79,67,56,54,87,.
O=C1C=CC(=O)N1c1ccc(N2C(=O)C=CC2=O)cc1,-6.5*,0.1*,97,-9.1*,.,39,107,115
O=C(NCCNc1nccc(-c2c(-c3cccc(F)c3)nc3sccn23)n1)C1CCCCC1,74,91,82,55,60,82,66,104
CCC1C(=O)NN(C(=O)CSc2nc3sc(C(N)=O)c(C)c3c(=O)n2Cc2ccccc2)C1=O (stereo not given),98,105,99,106,98,106,98,92
COc1ccc(-c2cc(-c3cc(OC)ccc3OC)nc3sc(C(C)=O)c(N)c23)cc1,65,38,58,72,72,61,49,75
Cn1cnc2c1c(=O)n(CC(=O)Nc1ccc(S(N)(=O)=O)cc1)c(=O)n2C,109,105,98,106,113,99,106,102
COC(=O)C(N)CCCN=C(N)NC(=S)Nc1ccc(Cl)cc1 (stereo not given),91,100,92,111,98,113,95,80
C(=N\Nc1nnc2n1N=C(c1ccccc1)CS2)/c1c[nH]c2ccccc12,88,98,88,91,100,61,97,109
CC([N+](=O)[O-])S(=O)(=O)c1ccccc1 (stereo not given),93,94,88,107,105,97,103,98
CC1=C(C(=O)OC(C)C)C(c2cccc(O)c2)NC(=S)N1 (stereo not given),83,91,91,96,92,89,104,.
CSC(SC)=C1C(=O)Nc2ccccc21,101,95,85,97,109,100,101,104
O=C1C=CC2C=CC1C=C2,107,112,105,110,90,111,107,109
CCOC(=O)[C@H](CSSc1ncnc2cc[nH]c12)NC(=O)[C@@H](C)c1ccc2cc(OC)ccc2c1,13,19,8.8*,3.4*,5.8*,.,24,28
CCCn1c(=S)sc2c(N3CCN(C)CC3)nc(C)nc21,94,92,92,86,108,112,103,86
O=[N+]([O-])c1ccc(N/N=C\c2ccccc2[N+](=O)[O-])nc1,95,92,89,94,114,102,107,110
CCCCCCCCCCNCc1ccccc1,100,80,87,101,73,101,90,103
O=C(O)c1ccc2c(c1)OCO2,119,107,100,108,104,107,111,111
C#CCOc1ccccc1/C=N/Nc1nc(-c2ccc(Cl)cc2)cs1,86,101,78,91,96,91,104,86
COc1cc(-c2cc(-c3ccc(Cl)cc3)nc(N)c2C#N)cc(OC)c1OC,92,110,95,102,95,104,95,84
CCN(C(=O)c1cc2ccccc2[nH]1)[C@H]1CCC[C@@H](NCc2ccc(OC)cc2)C1,77,69,84,70,81,86,93,90
Cc1cn(C2CC(OC(=O)c3ccc(Cl)cc3)C(COC(=O)c3ccc(Cl)cc3)O2)c(=O)[nH]c1=O (stereo not given),100,110,100,110,102,99,105,89
CC(=O)Nc1ccc2nc(NC(=O)c3[nH]c(C)c(Cl)c3Cl)sc2c1,101,85,100,92,67,84,95,66
CCN(CCCCN1CC(=O)N(CCCCN(CC)Cc2ccccc2OC)CC1=O)Cc1ccccc1OC,91,83,95,91,100,94,101,105
N#CCCN1C(=O)C2C3C=CC(C3)C2C1=O (stereo not given),91,44,101,90,.,93,104,90
CC(C)C1CC(N(C)C)=CC(=S)N1 (stereo not given),102&105,.,92&101,102&102,102&109,104&91,106&103,110
O=S(=O)(CC(O)(c1ccccc1)c1ccccc1)CC(O)(c1ccccc1)c1ccccc1,76,118,81,97,77,95,90,71
